# Pol beta inh: blocks human DNA polymerase beta activity; P06746; Pol beta primer extension/strand displacement, fluorescence kinetic; Potency, µM (highest dose often 114 µM), without a hit: top-dose activity change, negative = inhibition, actives largely listed as inhibitors; 340,000 compounds, 1.3% hits; note: potency is the fitted concentration of half-maximal effect; % is set by controls: 0 for no effect and ±100 for the full control effect
#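 Enzyme-only controls used 10 nM Pol beta; buffer lacking enzyme served as negative control. Compound preincubated 15 min, then 50 nM substrate added; 0 and 10 min reads at room temperature.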
# Pol eta inh: inhibitors of human DNA polymerase eta; recombinant Pol eta, fluorescent DNA replication assay; Potency, µM (top dose mostly 114 µM), for the others: at the top dose activity change, negative = inhibition, most hits filed as inhibitors; 390,000 compounds, 1.2% hits; AID 588591; Q9Y253; note: potency is the fitted concentration of half-maximal effect; % is set by controls: 0 for no effect and ±100 for the full control effect
#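 Pol eta (10 nM) was preincubated with compounds for 15 min at room temperature, after which fluorescent replication substrate (50 nM final) was added to start the reaction. Fluorescence was read kinetically at 0 and 10 min.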
# LDHA inh: LDHA (human) enzyme inhibition; 480,000 compounds, 0.15% hits; AID 1347041; activity change, % (values are at about 110 or 230 µM); purified LDHA, NADH/diaphorase-resazurin fluorescence; active compounds read low; P00338; in the data active = activity change below about -30%; inconclusive = mostly about -25% to -30%;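 note: plate controls were DMSO wells for no effect and wells without enzyme for full effect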
#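 Enzyme activity of human lactate dehydrogenase 5 (2 nM; 0.06 mM NADH, 0.2 mM pyruvate, 5 min, RT) is measured via a resazurin/diaphorase fluorescence readout of residual NADH.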
# POLK inh: blocks human DNA polymerase kappa activity; purified Pol kappa, fluorescent DNA synthesis assay, 10 min; Potency, µM (series often up to 107 µM), for the others: at the top dose activity, negative = inhibition, usual class: inhibitors; 400,000 compounds, 0.53% hits; AID 588579; note: potency is the fitted concentration of half-maximal effect; % is set by controls: 0 for no effect and ±100 for the full control effect
#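 Activity was followed as the change in fluorescence between reads at 0 and 10 min after starting the reaction with 50 nM substrate. Beforehand, 10 nM polymerase had been preincubated with compound for 15 min at room temperature.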
# APEX1 inh: blocks human APE1 abasic DNA cleavage; P27695; recombinant APE1, TAMRA/BHQ-2 abasic DNA cleavage fluorescence; Potency, µM (highest dose often 65.8 µM), for inactives: top-dose activity change, negative = inhibition, actives largely listed as inhibitors; 350,000 compounds, 0.35% hits; AID 2517;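 note: potency is the fitted concentration of half-maximal effect; plate controls were vehicle for no effect and reference inhibitor for full effect; nearly all actives have a fitted effect of over 55% in size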
#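 Incision of a quenched TAMRA/BHQ-2 THF abasic-site duplex (50 nM) by 0.75 nM APE1, after 15 min compound preincubation, measured as fluorescence increase over three 60 s reads. Values normalized to buffer, DMSO and NSC13755 control wells.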
# ERG Ets-DNA blk: blocks human ERG Ets domain binding to DNA | P11308 | fluorescence polarization, His-ERG Ets domain / labelled DNA | Potency, µM (highest dose often 76.9 µM), without a hit: top-dose FP activity, negative = inhibition, usual class: inhibitors | 370,000 compounds, 0.028% hits; active = well fitted inhibition curve with a large enough effect in the polarisation, with a control signal flat; inconclusive = small, poorly fitted or top-dose-only effect, or effect the other way, or a change in a side signal; inactive = no such curve, though single readings can be large or run the other way; the % refers to the polarisation;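 note: polarization taken with two DNA probes labelled with fluorescein and Texas red; potency is the fitted concentration of half-maximal effect; % of control where 0% means no effect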
#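 His-tagged ERG Ets domain (1 uM in the protein solution; 300mM KCl, 50mM Tris-HCl, 1mM EDTA, 1mM DTT, pH 7.5) received compound, then a probe mix of 5 nM fluorescein-DNA and 100nM Texas-615-DNA. Fluorescence polarization was read for both dyes.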
# Apoferritin bind: candidate novel general anesthetic via apoferritin binding; apoferritin/1-aminoanthracene competitive binding, fluorescence; Potency, µM (top dose mostly 77.5 µM), for the others: at the top dose activity change, negative = displacement, actives largely listed as inhibitors; 350,000 compounds, 0.074% hits; AID 485281; note: potency is the fitted concentration of half-maximal effect; % is set by controls: 0 for no effect and ±100 for the full control effect; nearly all actives have a fitted effect of over 20% in size
# Target sequence (P02791 2-175 limits assumed): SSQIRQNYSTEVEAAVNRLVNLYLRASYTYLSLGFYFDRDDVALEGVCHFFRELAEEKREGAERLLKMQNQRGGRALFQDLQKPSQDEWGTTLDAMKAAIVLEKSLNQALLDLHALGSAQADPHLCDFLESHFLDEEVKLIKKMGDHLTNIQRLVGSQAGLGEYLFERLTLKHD
#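 Horse-spleen apoferritin (10 uM) was mixed with 50% saturated 1-aminoanthracene in PBS, exposed to compounds for 10 min at room temperature, and read for fluorescence (ex 380 nm, em 535 nm). Competitive displacement was fitted with a four-parameter Hill equation.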
# 12-LOX inh: inhibitors of human 12S-lipoxygenase ALOX12; 580,000 compounds, 1.1% hits; Potency, µM (doses to about 108 µM), for the others: at the top dose activity change, negative = inhibition, hits mostly inhibitors; P18054; purified 12hLO, xylenol orange hydroperoxide absorbance; note: potency is the fitted concentration of half-maximal effect; % is set by controls: 0 for no effect and ±100 for the full control effect
# Target sequence (P18054 whole entry, looked up): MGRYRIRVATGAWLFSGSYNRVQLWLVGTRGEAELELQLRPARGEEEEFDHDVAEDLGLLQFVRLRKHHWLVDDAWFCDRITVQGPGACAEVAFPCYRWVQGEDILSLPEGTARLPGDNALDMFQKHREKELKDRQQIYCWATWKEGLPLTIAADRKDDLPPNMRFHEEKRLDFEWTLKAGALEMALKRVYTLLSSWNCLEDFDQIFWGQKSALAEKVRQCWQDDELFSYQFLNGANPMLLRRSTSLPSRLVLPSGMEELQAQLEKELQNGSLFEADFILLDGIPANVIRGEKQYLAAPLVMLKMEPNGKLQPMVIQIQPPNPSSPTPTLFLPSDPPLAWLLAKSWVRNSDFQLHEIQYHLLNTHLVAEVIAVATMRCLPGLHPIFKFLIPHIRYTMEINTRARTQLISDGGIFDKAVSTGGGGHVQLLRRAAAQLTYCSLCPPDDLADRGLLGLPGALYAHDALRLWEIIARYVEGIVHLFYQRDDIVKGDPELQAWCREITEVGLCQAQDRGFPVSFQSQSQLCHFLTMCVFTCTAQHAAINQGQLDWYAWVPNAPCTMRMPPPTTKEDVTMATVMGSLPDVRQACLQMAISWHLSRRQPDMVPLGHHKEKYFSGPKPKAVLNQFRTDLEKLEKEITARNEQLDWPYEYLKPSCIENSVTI
#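 Hydroperoxide product was detected by ferrous iron/xylenol orange as the 573 to 405 nm absorbance ratio. Arachidonic acid at 40 uM (final) was turned over for 30 min at room temperature by 150 nM human 12hLO, pH 7.0 Hepes buffer, after 15 min compound preincubation.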
# RGS4 inh: blocks human RGS4-accelerated GTP hydrolysis. 390,000 compounds, 0.039% hits. Potency, µM (top dose mostly 114 µM), without a hit: top-dose activity change, negative = inhibition, hits mostly inhibitors. Transcreener GDP fluorescence polarization, RGS4-accelerated GTP hydrolysis. P49798; note: potency is the fitted concentration of half-maximal effect; % is set by controls: 0 for no effect and ±100 for the full control effect; nearly all actives have a fitted effect of over 75% in size; some results filed as inactive show a strong effect at the top dose
# Target sequence (P49798 whole entry, looked up): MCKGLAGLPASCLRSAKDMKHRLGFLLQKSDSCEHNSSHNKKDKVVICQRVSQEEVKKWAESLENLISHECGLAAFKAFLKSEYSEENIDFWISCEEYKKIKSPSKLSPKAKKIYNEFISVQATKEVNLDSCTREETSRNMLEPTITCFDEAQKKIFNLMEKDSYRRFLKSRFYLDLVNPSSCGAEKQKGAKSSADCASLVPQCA
#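 MLSMR compounds (23 nl, pin-transferred) preincubated 10 min at room temperature with a 500nM (2x) first reagent, then RGS4 at 900nM (2x) plus Transcreener GDP mix added; fluorescence polarization (620/688 nm) read before and after 90 min at 30 °C.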
# The depositor's hits bear a star; ? = inconclusive; . = no result given; & = joins results of further samples; [ ] = remark or other dose. Unless noted, calls come from the whole dose curve; as a rule, active = well fitted curve in the direction sought with a large enough effect; inconclusive = small, poorly fitted or top-dose-only effect, or another doubt; inactive = no such curve, though single readings can be large; an effect the other way counts as inactive or inconclusive. A portion of the library. The share of hits here may be higher or lower than overall.
SMILES | Pol beta inh | Pol eta inh | LDHA inh | POLK inh | APEX1 inh | ERG Ets-DNA blk | Apoferritin bind | 12-LOX inh | RGS4 inh
COc1ccccc1CNC(=O)[C@H](C)NC(=O)C1CCN(C(=O)[C@H](CCSC)NC(=O)OC(C)(C)C)CC1 | 35.1% | -2.0% | -1.7 | -2.7% | 9.4% | -12.6% | -15.1% | 21.6% | -0.2%
Cc1ccc(NC(=O)C2CCN(c3nc(C)cc(C)n3)CC2)cc1 | -4.1% | -0.2% | -8.1 | -17.2% | -6.4% | 5.0% | 8.3% | 6.3% | 4.9%
COc1ccc(OC)c(CCNC(=O)Cn2cccc2C(=O)c2ccccc2)c1 | 25.2% | 3.9% | -7.3 | -7.4% | 35.2% | 1.0% | 4.9% | 7.6% | 40.7%
CC1=C(C(N)=O)C(c2ccco2)C(C(N)=O)=C(C)N1 | 16.0% | -2.3% | 1.6 | -6.6% | 0.0% | -3.2% | -7.4% | -11.5% | -18.1%
Cc1ccccc1-n1ncc2c1CC(C)(C)CC2NC(=O)c1cn[nH]c1C (centres undefined) | 3.3% | -7.9% | -5.7 | -13.9% | 40.2% | -4.4% | -10.8% | 15.0% | -33.9%[56.9 µM]
Cc1cc(C)c2c(n1)sc1c(=O)n(-c3ccccc3)c(=O)[nH]c12 | 30.6% | -15.7% | 6.2 | -0.8% | 2.5% | 1.9% | 57.9%[activator] | 8.7% | -37.0%
Oc1ccccc1N=Cc1c(O)ccc2oc3c(c12)CCCC3 | 31.9%[activator] | -22.5% | 6.1 | 3.2% | ? | 15.5% | -6.0% | ? | -9.2%
O=C(NC1CCN(C(=O)C2CCCCC2)CC1)c1ccccc1 | 26.6% | -5.7% | -13.9 | -8.4% | -0.7% | 3.8% | -5.7% | 256.1%[activator] | 16.3%
Cc1ccc(-n2c(C)c([N+](=O)[O-])c3ccc(O)cc32)cc1 | 2.0% | . | . | . | -1.8% | . | 7.8% | 6.7% | .
CCn1c2ccccc2c2cc(NC(=O)CNC)ccc21 | -26.0% | -16.9% | -8.6 | -6.1% | 14.2% | 12.2% | -18.9% | ? | 3.6%
Clc1ccc(Cl)c(-c2ccc(/C=N/c3ncn[nH]3)o2)c1 | 24.2% | -8.2% | 3.2 | -3.6% | -5.4% | -3.1% | ? | -2.7% | -10.4%
CC(C)CN(C(=O)COC(=O)Cn1cnc2ccccc2c1=O)C1CCS(=O)(=O)C1 (centres undefined) | 9.2% | 7.0% | -5.9 | -22.9% | 4.6% | -3.1% | -13.8% | ? | -15.9%[56.9 µM]
CCc1ccc(OCCCC(=O)Nc2ccc(N3CCOCC3)cc2)cc1 | 3.5% | -4.3% | -0.2 | 3.3% | 6.9% | -4.2% | -0.5% | -11.2% | ?
Cc1ccc(C(=O)C(C)OC(=O)Cn2[nH]c(=O)c3ccccc3c2=O)cc1 (centres undefined) | 2.1% | -6.3% | -12.6 | 3.5% | 39.3% | -0.2% | ? | -9.9% | -12.0%
Cc1ccc(CCC2C3=C(CCCC3=O)OC3=C2C(=O)CCC3)cc1 | 2.0% | -13.4% | -4.6 | -0.4% | 0.1% | 1.2% | 3.7% | 18.6% | -20.1%
CC(=O)Nc1cc2nn(-c3ccccc3)nc2cc1C | -9.4% | -15.1% | 1.3 | 4.8% | -7.2% | 1.7% | 2.7% | 21.9% | -6.4%
COC(=O)c1c(C)nc(C)c(C(=O)OC)c1-c1cccs1 | 7.3% | -13.5% | 2.4 | 1.1% | 7.3% | 4.9% | -6.5% | 39.3%[activator] | -39.5%
O=c1c(C=NCCCO)c(-c2ccccc2)[nH]n1-c1nc2ccccc2s1 | 14.1% | -2.6% | 0.8 | 0.9% | 4.1% | 15.7% | -18.3% | -9.9% | -35.3%[56.9 µM]
CC(=O)NC(Cc1c[nH]c2ccccc12)C(=O)OCC(=O)Nc1cc(C)on1 (centres undefined) | -9.6% | 0.1% | -4.3 | -3.5% | -8.4% | -10.7% | -4.8% | 0.0% | -42.2%[56.9 µM]
CCCCN(CC)C(=O)CSc1nc2n[nH]c(C)c2c(=N)n1-c1cccc(Cl)c1 | 10.0% | -10.5% | 3.9 | -17.2%[60.1 µM] | . | 3.9% | 5.2% | 3.6% | -1.0%
O=C(Nc1ccccc1Oc1ccsc1C(=O)O)c1ccccc1 | -0.9% | -12.9% | -2.2 | 3.0% | 29.4% | -5.7% | 4.4% | -4.1% | -37.6%
Cc1ccc(NS(=O)(=O)c2ccc3c(c2)CC(C)N3C(=O)C2CCC2)cc1Cl (centres undefined) | ? | -16.6% | 1.4 | -22.4% | . | -3.8% | 3.5% | -49.9% | -4.2%
CCn1c(COc2cccc3ccccc23)nnc1SCC(N)=O | 0.2% | -18.6% | -3.8 | -9.5% | -1.8% | 2.1% | -8.3% | -6.1% | -13.6%
O=C(O)CCCCCNS(=O)(=O)c1ccc(Cl)cc1 | 18.0% | -7.8% | -4.4 | 10.4% | -0.6% | 2.9% | -6.6% | 19.8% | -4.5%
COc1ccc(NC(=O)c2nc(C)c(C3(C)CC(c4cccnc4)=NO3)s2)cc1 (centres undefined) | 0.3% | -15.6% | -5.0 | -6.4% | 0.4% | -10.8% | -3.3% | 1.6% | 2.2%
COc1ccc(S(=O)(=O)NCc2cccnc2)cc1NC(=O)c1ccccc1C | . | ? | 0.6 | -27.6% | . | 2.9% | . | 237.0% | -41.6%
Cc1c(C(=O)NCc2cccnc2)oc2ccccc12 | 15.6% | -3.6% | -9.5 | 3.0% | 2.3% | 2.0% | -12.1% | ? | -4.3%
Cn1c(=O)c2c(nc(CN3CCC(Cc4ccccc4)CC3)n2CCN2CCOCC2)n(C)c1=O | 6.4% | -15.1% | 9.6 | -1.5% | 8.3% | -12.1% | -3.7% | -24.6% | -12.4%
CC1CCC(NCc2ccco2)CC1 (centres undefined) | -1.7% | 5.2% | -1.5 | -18.4% | -0.7% | -13.3% | 2.3% | -2.7% | 26.7%
CCN(CC)S(=O)(=O)c1cccc(N2CC(O)=C(c3ccccc3)C2=N)c1 | 0.9% | -19.0% | -6.1 | -3.5% | -3.1% | 13.8% | -1.0% | 1.4% | -34.0%
CC(=O)N1CCN(c2ccc(NCc3cccs3)cc2)CC1 | -2.0% | -16.4% | 11.9&13.8 | -9.4% | -2.8% | 0.4% | -9.5% | ? | 5.6%[11.4 µM]
COc1ccc(CNC(=O)c2ccccc2SCC(=O)N2CCCC2)cc1OC | . | 3.7% | -7.7 | 1.4% | -12.0% | 3.0% | . | -41.0% | 7.3%
COc1cccc(C2N(c3cccc(Cl)c3)C(=O)C3CCCN32)c1 (centres undefined) | 15.4% | -18.4% | -3.2 | 4.3% | 0.2% | -0.8% | -7.1% | 342.9%[activator] | -13.8%
CCCC(=O)c1cc(F)c(N2CCOCC2)cc1C | 7.2% | -6.6% | -2.5 | -7.6% | -2.2% | . | -12.8% | 15.6% | -23.9%
Cc1ccc(CNc2nc(N)c([N+](=O)[O-])c(Nc3ccc(F)cc3)n2)cc1 | 1.1% | -4.2% | -9.9 | -16.8% | 0.6% | 3.1% | -5.9% | -13.8% | 26.9%
Cc1cc(=O)n2nc(N3CCCC(C(=O)NCc4ccccc4)C3)sc2n1 (centres undefined) | -9.3% | -8.9% | -5.1 | -4.0% | -3.4% | 1.6% | -16.3% | 13.1% | 12.5%
O=C(CNC(=O)N1CC(=O)Nc2ccccc21)NCc1ccc(Cl)cc1 | -1.9% | -12.1% | -4.9 | -12.2% | 1.7% | 3.5% | -3.5% | -13.4% | 7.5%
COc1ccc(CCNC(=O)COC(=O)/C=C/c2ccc(OC)c(OC)c2)cc1 | 6.1% | -10.8% | -3.8 | 3.2% | -0.4% | 2.8% | -14.1% | -15.2% | 10.2%
CCN1CCC(C(N)=O)CC1 | 7.9% | -1.1% | -9.1 | -9.2% | 1.2% | -1.7% | -7.5% | 19.0% | -40.6%
CC(=O)c1sc(NC(=O)c2cccnc2Cl)nc1C | -20.4% | -6.2% | -2.8 | -13.6% | 0.0% | 1.9% | -1.0% | -10.3% | 1.7%
Cc1ccc2oc(=O)c3cnn(CC(=O)N4CCN(c5ccccc5)CC4)c3c2c1 | -2.8%&-2.0% | -6.4%&-0.5% | -4.4&-2.9 | -9.4%&-13.4% | -7.5% | 0.6%&4.0% | -4.6%&-6.4% | -8.1%&18.7% | 24.5%&-9.5%
Cc1cc(=O)oc(C)c1C(=O)NC1CCCCCCC1 | 4.3% | -14.0% | -0.5 | -3.7% | 2.4% | -5.8% | -22.7% | 43.0%[activator] | -16.3%
COc1ccc(OC)c(NC(=O)Nc2nnc(N3CCCCC3C)s2)c1 (centres undefined) | 16.3% | ? | -3.1 | -3.3% | 11.7% | -5.6% | -12.9% | -0.1% | -7.5%[11.4 µM]
CCOC(=O)c1ccc(NC(=O)CCS(=O)(=O)c2cccc3nonc23)cc1 | -0.6% | -9.2% | -3.7 | 7.8% | -10.9% | -8.7% | -13.6% | ? | -18.5%
CC(C)n1cc(CN2CCC(n3nccc3NC(=O)CCCc3ccccc3)CC2)cn1 | -1.1% | -9.8% | -4.0 | -17.2% | 4.3% | 0.5% | -7.0% | 4.5% | -46.0%
CC(C)NC(=O)NC(=O)COC(=O)Cc1ccsc1 | 16.5% | -8.8% | -3.0 | -3.8% | -0.8% | 4.0% | -10.1% | 9.7% | -3.4%

# Assay outcomes: PubChem BioAssay, National Center for Advancing Translational Sciences (NCATS)
